A549 tox: A549 cytotoxicity, counter-screen for Nrf2 inhibitors; A549 ARE-Fluc cells, CellTiter-Fluor viability, 18-24 h; Potency, µM (highest dose often 46 µM), inactives show at the highest dose activity change, negative = cytotoxicity, actives largely listed as inhibitors; 390,000 tested, 0.16% active; AID 504648; note: potency is the fitted concentration of half-maximal effect; % is set by controls: 0 for no effect and ±100 for the full control effect
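A549 ARE-Fluc cells in 5% FBS OPTI-MEM, 5000 cells/well, rested 2 h then exposed to compounds in concentration-response for 18-24 h at 37 °C. Viability by CellTiter-Fluor fluorescence (Ex 405/Em 525) after 30 min; luciferase luminescence (BugLite, 15 min, RT) read afterwards.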
Nrf2 block: blocks Nrf2 signaling | A549 ARE-Fluc reporter, luciferase luminescence, 18-24 h | Potency, µM (top dose mostly 46 µM), inactives show at the highest dose activity change, negative = inhibition, actives largely listed as inhibitors | 360,000 tested, 2.1% active; note: potency is the fitted concentration of half-maximal effect; % is set by controls: 0 for no effect and ±100 for the full control effect; nearly all actives have a fitted effect of over 60% in size
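Nrf2 activity is the BugLite luminescence, read 15 min after reagent at room temperature, following CellTiter-Fluor cytotoxicity readout (30 min, 37C). Compound titrations were applied for 18-24 h to 5000 A549 ARE_Fluc cells/well in 5% FBS OPTI-MEM.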
Akt phos inh: Akt phosphorylation inhibition; AID 651550; Neuro2A IGF-stimulated pAkt S473 HTRF, 20 min; hits give low values; activity change, % for hits at 50 µM; 360,000 tested, 0.32% active; in the data active = activity change below about -80%; inconclusive = mostly about -51% to -80%; note: % is set by controls: 0 for no effect and ±100 for the full control effect
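Neuro2A cells in DMEM with 0.5% FBS, overnight at 37 deg C, given compound at single 50 µM final, then IGF (6 nM final) for 20 min at 37 deg C. Lysed; phospho-Akt Ser473 by HTRF after 24 h, 665/615 ratio.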
MmCpn inh: M. maripaludis TRiC chaperonin inhibition. Potency, µM (series often up to 76.9 µM), inactives show top-dose activity, negative = inhibition, hits mostly inhibitors. AID 504842. 330,000 tested, 0.031% active. purified Mm-Cpn ATPase, ADP Transcreener TR-FRET; note: potency is the fitted concentration of half-maximal effect; % is set by controls: 0 for no effect and ±100 for the full control effect; nearly all actives have a fitted effect of over 80% in size
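Purified archaeal chaperonin (25 nM final) was preincubated with compound for 10 min at 37°C, then ATP (10 uM final) was added for 30 min at 37°C in Tris pH 7.4/KCl/MgCl2/DTT buffer. ADP was quantified by HTRF Transcreener TR-FRET.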
CCT modulator: cytosolic chaperonin activity modulation; purified chaperonin ATPase assay, HTRF ADP detection, 30 min; activity change, % (concentration not given with the values), hits read low; 360,000 tested, 0.3% active; AID 651819; in the data active = activity change below about -30%; note: % is set by controls: 0 for no effect and ±100 for the full control effect
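We incubate TRiC, 40 or 20 nM final, with library compounds at 76 uM and 10 uM ATP for 30 min at 37 °C. ADP formed is detected with Transcreener HTRF reagents after 30 min at room temperature.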
TGFb SMAD3 inh: blocks TGF-b signaling; HepG2 CAGA-GFP TGF-b/SMAD3 reporter, GFP fluorescence, 18 h; TGF-beta stimulated, 500 pg/mL final; Potency, µM (series often up to 46.1 µM), for inactives: top-dose activity, negative = inhibition, usual class: inhibitors; 410,000 tested, 1.2% active; note: potency is the fitted concentration of half-maximal effect; % is set by controls: 0 for no effect and ±100 for the full control effect; nearly all actives have a fitted effect of over 65% in size
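Read-out: total well GFP (ex488/em500-530) summed from mean per-cell fluorescence. Cells: HEPG2 CAGA-GFP, 1% FBS DMEM, 18 h at 37 degrees C with 500 pg/mL final TGF-beta. Unstimulated wells served as the full-inhibition control; stimulated DMSO wells = 0%.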
Nrf2 ARE act: activators of Nrf2 (ARE) signaling; AREc32 ARE-luciferase reporter (MCF7-derived line), luminescence, 24 h; Potency, µM (highest dose often 46.1 µM), without a hit: top-dose activation, hits mostly activators; 410,000 tested, 0.31% active; AID 624171; note: potency is the fitted concentration of half-maximal effect; % of control where 0% means no effect; nearly all actives have a fitted effect of over 65% in size
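AREc32 cells carrying an ARE-driven firefly luciferase, 1000 cells/well in OPTI-MEM with 5% FBS, dosed after overnight attachment and incubated 24 hr at 37 deg C. Steady-Glo luminescence read after 30 min at RT.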
Abeta yeast res: restores growth of yeast expressing A-beta42 peptide; yeast expressing A-beta42, growth rescue, OD600, 48 h; response scale: 0% DMSO, 100% iron-clioquinol control; AID 1347071; Potency, µM (top dose mostly 46.1 µM), for inactives: top-dose growth rescue, usual class: activators; 410,000 tested, 0.063% active; note: potency is the fitted concentration of half-maximal effect; nearly all actives have a fitted effect of over 55% in size
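Yeast A-beta toxicity model in growth medium with pinned compounds, 48 h at 30 C; growth read as absorbance at 600 nm. Normalized to FeCl3/clioquinol equimolar mix (positive) and DMSO (negative).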
HepG2 tox: kills HepG2 cells in TGF-b inhibitor counter-screen; HepG2 CAGA-GFP viability, ATP luminescence, 18 h; Potency, µM (highest dose often 46.1 µM), without a hit: at the top dose activity change, negative = cytotoxicity, most hits filed as cytotoxic; 410,000 tested, 0.76% active; note: potency is the fitted concentration of half-maximal effect; some results filed as inactive show a strong effect at the top dose
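CellTiter-Glo luminescence gave cytotoxicity after 18 hours at 37 degrees C. The cells were HepG2 CAGA-GFP in 1% FBS DMEM, stimulated with 500 pg/mL TGF-beta after compound addition. %Activity was normalised to no-cell wells (complete cell-killing) and DMSO (no toxicity), and curves were fitted and classified.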
An asterisk follows results filed as active; & = joins results of further samples; ! = repeats disagree; [ ] = another dose, or the depositor's remark. Unless noted, calls come from the whole dose curve; as a rule, active = well fitted curve in the direction sought with a large enough effect; inconclusive = small, poorly fitted or top-dose-only effect, or another doubt; inactive = no such curve, though single readings can be large; an effect the other way counts as inactive or inconclusive.

How did CCCCc1nnc(NC(=O)c2oc3ccccc3c2C)s1 do in these assays?
A549 tox: 0%; Nrf2 block: inconclusive; Akt phos inh: inactive; MmCpn inh: -1%; CCT modulator: -2.7; TGFb SMAD3 inh: -3%; Nrf2 ARE act: 4.6%; Abeta yeast res: 3%; HepG2 tox: 6%

Results for CCCOc1cccc(C(=O)NCCCNC(=O)c2cccnc2)c1 ?
A549 tox: 17%; Nrf2 block: inconclusive; Akt phos inh: inactive; MmCpn inh: 2%; CCT modulator: 0.3; TGFb SMAD3 inh: inconclusive; Nrf2 ARE act: 0.3%; Abeta yeast res: 8%; HepG2 tox: 3%

What do the screens show for `COc1ccccc1C=NN=Cc1ccccc1O`?
A549 tox: 0%; Nrf2 block: 15%; Akt phos inh: inactive; CCT modulator: 0.0; TGFb SMAD3 inh: -3%; Nrf2 ARE act: inconclusive; Abeta yeast res: -9%; HepG2 tox: 5%

What do the screens show for `CC(C)OCCCNc1ccc(N2C(=O)CCCC2=O)cc1[N+](=O)[O-]`?
A549 tox: inconclusive; Nrf2 block: -21%; Akt phos inh: inactive; MmCpn inh: 1%; CCT modulator: 0.2; TGFb SMAD3 inh: -11%; Nrf2 ARE act: -0.2%; Abeta yeast res: 10%; HepG2 tox: -7%

Results for CCN(c1ccccc1)S(=O)(=O)c1ccc(C(C(=O)OC)C(=O)OC)c([N+](=O)[O-])c1 ?
A549 tox: 0%; Nrf2 block: 3%; Akt phos inh: inactive; MmCpn inh: -5%; CCT modulator: -0.9; TGFb SMAD3 inh: 2%; Nrf2 ARE act: 0.2%; Abeta yeast res: 3%; HepG2 tox: 6%

How did O=c1oc(CCO)cc2ccccc12 do in these assays?
A549 tox: 9%; Nrf2 block: -2%; Akt phos inh: inactive; MmCpn inh: 1%; CCT modulator: -0.4; TGFb SMAD3 inh: -2%; Nrf2 ARE act: 0.2%; Abeta yeast res: -16%; HepG2 tox: 8%

What do the screens show for `CCn1cnc2c([N+](=O)[O-])c(NS(=O)(=O)c3ccc(C)cc3)ccc21`?
A549 tox: -7%; Nrf2 block: 9%; Akt phos inh: inactive; MmCpn inh: 1%; CCT modulator: 0.7; TGFb SMAD3 inh: -22%; Nrf2 ARE act: -0.2%; Abeta yeast res: 3%; HepG2 tox: 3%

Results for O=C1C(Br)=Cc2cccc3cccc1c23 ?
A549 tox: 17%; Nrf2 block: 11%; Akt phos inh: inactive; MmCpn inh: -17%; CCT modulator: -3.4; TGFb SMAD3 inh: 22%; Nrf2 ARE act: inconclusive; Abeta yeast res: -13%; HepG2 tox: -20%

Results for CN1CCN(CCCN2c3ccccc3Sc3ccc(Cl)cc32)CC1 ?
A549 tox: 18µM*!; Nrf2 block: 8.2µM*!; Akt phos inh: inactive; MmCpn inh: -3%[15.4 µM]; CCT modulator: -0.3&0.1; TGFb SMAD3 inh: inconclusive; Nrf2 ARE act: -4.5%&-1.2%; Abeta yeast res: -22%&-9%; HepG2 tox: 11µM*!

How did O=C(O)CNC(=O)C1(NC(=O)OCc2ccccc2)CCCC1 do in these assays?
A549 tox: -4%; Nrf2 block: 7%; Akt phos inh: inactive; CCT modulator: 3.9; TGFb SMAD3 inh: 14%; Nrf2 ARE act: 0.4%; Abeta yeast res: -3%; HepG2 tox: -43%

How did O=C(O)CNS(=O)(=O)c1ccc2c(c1)CCCC2 do in these assays?
A549 tox: 5%; Nrf2 block: -3%; Akt phos inh: inactive; MmCpn inh: -2%; CCT modulator: 1.2; TGFb SMAD3 inh: 6%; Nrf2 ARE act: -0.2%; Abeta yeast res: -9%; HepG2 tox: -5%

Results for Cc1ccc(C(=O)Nn2c(N)c(S(=O)(=O)c3ccc(C)cc3)c3nc4ccccc4nc32)cc1 ?
A549 tox: -10%; Nrf2 block: inconclusive; Akt phos inh: inactive; MmCpn inh: -2%; CCT modulator: -2.0; TGFb SMAD3 inh: -33%; Nrf2 ARE act: -0.8%; Abeta yeast res: 15%; HepG2 tox: -26%

Results for CN(Cc1ccccc1)C(=O)C1CCN(S(=O)(=O)c2ccc3c(c2)oc(=O)n3C)CC1 ?
A549 tox: 3%; Nrf2 block: 8%; TGFb SMAD3 inh: -20%; Nrf2 ARE act: 0.4%; Abeta yeast res: -9%; HepG2 tox: -4%

How did COc1cc(C=O)ccc1OCCCOc1ccccc1[N+](=O)[O-] do in these assays?
A549 tox: 0%; Nrf2 block: 8%; Akt phos inh: inactive; MmCpn inh: 1%; CCT modulator: -1.8; TGFb SMAD3 inh: 19%; Nrf2 ARE act: 3.9%; Abeta yeast res: -1%; HepG2 tox: 11%

How did Cc1cc(C)nc(NC(=O)c2cccs2)c1 do in these assays?
A549 tox: 0%; Nrf2 block: 8%; Akt phos inh: inactive; MmCpn inh: -1%; CCT modulator: -4.1; TGFb SMAD3 inh: -6%; Nrf2 ARE act: inconclusive; Abeta yeast res: -5%; HepG2 tox: -2%

Continued; the last 2 above are carried over.
How did COc1cc(C=O)ccc1OCCCOc1ccccc1[N+](=O)[O-] do in these assays?
A549 tox: 0%; Nrf2 block: 8%; Akt phos inh: inactive; MmCpn inh: 1%; CCT modulator: -1.8; TGFb SMAD3 inh: 19%; Nrf2 ARE act: 3.9%; Abeta yeast res: -1%; HepG2 tox: 11%

How did Cc1cc(C)nc(NC(=O)c2cccs2)c1 do in these assays?
A549 tox: 0%; Nrf2 block: 8%; Akt phos inh: inactive; MmCpn inh: -1%; CCT modulator: -4.1; TGFb SMAD3 inh: -6%; Nrf2 ARE act: inconclusive; Abeta yeast res: -5%; HepG2 tox: -2%

What do the screens show for `COc1ccc(C(OC(=O)c2ccco2)C(=O)NC2CCCCC2)cc1OC` (stereo not given)?
A549 tox: -5%; Nrf2 block: 4%; Akt phos inh: inactive; MmCpn inh: 1%; CCT modulator: -0.3; TGFb SMAD3 inh: -1%; Nrf2 ARE act: 0.1%; Abeta yeast res: 7%; HepG2 tox: -12%

How did COc1ccccc1CNC(=O)N1CCN(c2ccccc2)CC1 do in these assays?
A549 tox: 12%; Nrf2 block: -15%; Akt phos inh: inactive; MmCpn inh: 1%; CCT modulator: -1.5; TGFb SMAD3 inh: -18%; Nrf2 ARE act: 0.2%; Abeta yeast res: -7%; HepG2 tox: -4%

Results for COc1ccc(C2C=C(c3ccc(Cl)c(Cl)c3)Nc3ncnn32)cc1 (stereo not given) ?
A549 tox: 14%; Nrf2 block: 10%; TGFb SMAD3 inh: -7%; Nrf2 ARE act: 4.4%; Abeta yeast res: 8%; HepG2 tox: -22%

How did O=C(CS(=O)(=O)Cc1ccccc1)N1CCc2ccccc21 do in these assays?
A549 tox: -4%; Nrf2 block: inconclusive; Akt phos inh: inactive; MmCpn inh: 2%; CCT modulator: 0.6; TGFb SMAD3 inh: 0%; Nrf2 ARE act: 3.3%; Abeta yeast res: 12%; HepG2 tox: -23%

How did COc1ccccc1NC(=S)N/N=C/c1cccc(C)c1 do in these assays?
A549 tox: 15%; Nrf2 block: -10%; Akt phos inh: inactive; MmCpn inh: 0%; CCT modulator: 2.2; TGFb SMAD3 inh: inconclusive; Nrf2 ARE act: 0.4%; Abeta yeast res: 21%; HepG2 tox: -31%

How did O=C(CCc1ccccc1)Nc1cccc([N+](=O)[O-])c1 do in these assays?
A549 tox: 2%; Nrf2 block: 23%; Akt phos inh: inactive; MmCpn inh: 0%; CCT modulator: -2.5; TGFb SMAD3 inh: 3%; Nrf2 ARE act: inconclusive; Abeta yeast res: 21%; HepG2 tox: -15%

Results for CCOC(=O)c1c(C)[nH]c(C(=O)CSc2nnc(Nc3ccccc3F)s2)c1C ?
A549 tox: 1%; Nrf2 block: -12%; Akt phos inh: inactive; MmCpn inh: 1%; CCT modulator: -2.5; TGFb SMAD3 inh: -1%; Nrf2 ARE act: -0.1%; Abeta yeast res: 31%; HepG2 tox: 1%

How did N/C(=N\c1nc2ccccc2o1)NC(=O)c1ccccc1 do in these assays?
A549 tox: 5%; Nrf2 block: inconclusive; Akt phos inh: inactive; MmCpn inh: 2%; CCT modulator: 1.9; TGFb SMAD3 inh: -5%; Nrf2 ARE act: 1.8%; Abeta yeast res: -10%; HepG2 tox: 0%

What do the screens show for `CNC(=O)CCCCC(=O)N/N=C/c1ccc(Cl)cc1Cl`?
A549 tox: 10%; Nrf2 block: 19%; Akt phos inh: inactive; MmCpn inh: 1%; CCT modulator: -2.0; TGFb SMAD3 inh: -2%; Nrf2 ARE act: -0.5%; Abeta yeast res: -22%; HepG2 tox: -2%

What do the screens show for `O=C(Cn1cc(Cl)ccc1=O)c1ccc(Cl)cc1`?
A549 tox: 1%; Nrf2 block: 9%; Akt phos inh: inactive; MmCpn inh: 1%; CCT modulator: -1.8; TGFb SMAD3 inh: -4%; Nrf2 ARE act: 1.2%; Abeta yeast res: 15%; HepG2 tox: -10%

Structures shown so far with a COOH group:
How did O=C(O)CNC(=O)C1(NC(=O)OCc2ccccc2)CCCC1 do in these assays?
A549 tox: -4%; Nrf2 block: 7%; Akt phos inh: inactive; CCT modulator: 3.9; TGFb SMAD3 inh: 14%; Nrf2 ARE act: 0.4%; Abeta yeast res: -3%; HepG2 tox: -43%

How did O=C(O)CNS(=O)(=O)c1ccc2c(c1)CCCC2 do in these assays?
A549 tox: 5%; Nrf2 block: -3%; Akt phos inh: inactive; MmCpn inh: -2%; CCT modulator: 1.2; TGFb SMAD3 inh: 6%; Nrf2 ARE act: -0.2%; Abeta yeast res: -9%; HepG2 tox: -5%
